Screening data from PubChem BioAssay.
TRAIL sens C8 – caspase-8 TRAIL sensitization; inhibition (viability loss, TRAIL sensitization), % at 10 µM; NB7+C8 cells + TRAIL, ATPlite viability luminescence; 360,000 tested, 1% active;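 active means compounds causing at least 50% loss of cell viability in the single-dose screen, relative to plate controls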
TWEAK-Fn14 inh – TWEAK-Fn14 signaling inhibition; TWEAK-stimulated Fn14 reporter cells, luciferase luminescence, 8 h; 360,000 tested, 2% active; AID 1159606; inhibition, % at 10 µM; in the data active means inhibition above about 50%
NOD2 RIPK2 PPI – inhibitors of human NOD2-RIPK2 interaction; O43353; CHO BLA complementation NOD2-RIPK2, CCF4 ratio; inhibition, % at 4.98 µM; 360,000 tested, 0.38% active; in the data active means inhibition above about 21%;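 further: 0% = vehicle only and 100% = reference blocker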
TLR9-MyD88 block – TLR9-MyD88 interaction inhibition | 340,000 tested, 0.21% active | inhibition, % at 4.98 µM | CHO BLA complementation TLR9-MyD88, CCF4 FRET ratio;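 active means inhibition above the mean over all tested compounds plus 3 SD, cut at about 21% in these data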;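 further: 0% = DMSO only wells and 100% = clavulanate BLA inhibitor control wells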
TROY NFkB inh – inhibitors of TROY-dependent NF-kB signaling; 360,000 tested, 0.98% active; Q293 LMP1-TROYcd NF-kB luciferase reporter, 4 h; inhibition, % at 10 µM;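 active means compounds whose plate-normalised and pattern-corrected inhibition of the luciferase reporter signal at the single screening dose is 50% or more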
NR5A2 inv ag – suppresses constitutive activity of human LRH-1; O00482; HEK293T StAR-luciferase reporter, LRH-1 transfected, 24 h; inhibition, % at 3.6 µM; 360,000 tested, 0.13% active;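 active means inhibition above the mean inhibition of all tested compounds plus 3 SD, cut at about 73% in these data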;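 further: 0% = DMSO wells and 100% = reporter-only cells lacking LRH-1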
Target sequence (O00482 whole entry, looked up): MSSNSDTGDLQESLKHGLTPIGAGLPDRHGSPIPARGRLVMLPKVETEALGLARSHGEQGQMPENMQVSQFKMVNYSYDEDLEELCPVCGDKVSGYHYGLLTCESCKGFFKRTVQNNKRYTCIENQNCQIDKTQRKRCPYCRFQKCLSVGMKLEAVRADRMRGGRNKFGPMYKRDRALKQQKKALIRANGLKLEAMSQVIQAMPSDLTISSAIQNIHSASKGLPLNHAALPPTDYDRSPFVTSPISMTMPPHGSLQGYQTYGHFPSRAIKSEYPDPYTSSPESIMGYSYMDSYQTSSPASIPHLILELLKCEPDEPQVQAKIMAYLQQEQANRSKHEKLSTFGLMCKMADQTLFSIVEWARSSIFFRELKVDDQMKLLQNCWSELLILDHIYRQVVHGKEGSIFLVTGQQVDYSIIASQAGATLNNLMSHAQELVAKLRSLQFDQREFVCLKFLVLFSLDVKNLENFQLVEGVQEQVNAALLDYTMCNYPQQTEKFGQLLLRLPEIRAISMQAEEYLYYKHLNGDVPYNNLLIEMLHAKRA
NCOA1 inh – inhibitors of human steroid receptor coactivator 1 (SRC1); HEK293 GAL4-SRC1 luciferase reporter, luminescence; inhibition, % at 3.6 µM; 360,000 tested, 0.12% active; AID 588354;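 active means inhibition above the campaign mean plus 3 SD, with each screening campaign given its own cutoff, cut at about 60% in these data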;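 further: 0% = DMSO treated cells and 100% = gossypol at 36 µM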
EBV LMP1 NFkB – reduces LMP1-driven NF-kappaB luciferase signal; AID 504558; inhibition, % at 12.5 µM; 350,000 tested, 0.69% active; LMP1-induced NF-kappaB luciferase reporter cells, luminescence; in the data active means inhibition above about 41%;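 further: 0% = neutral control wells and 100% = reference inhibitor control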
NCOA2 inhibitor – inhibits human steroid receptor coactivator 2. HEK293 GAL4-SRC2 luciferase reporter, luminescence. inhibition, % at 9 µM. 370,000 tested, 0.17% active;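 active means inhibition above the mean inhibition of all tested compounds plus 3 SD, set per campaign, cut at about 52% in these data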;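 further: 0% = DMSO treated cells and 100% = cells given Gossypol at 36 µM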
SRC3 inh – inhibits human SRC3 coactivator | HEK293 GAL4-SRC3 luciferase reporter, luminescence | 360,000 tested, 0.17% active | inhibition, % at 3.6 µM | Q9Y6Q9;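 active means inhibition above a per-campaign cutoff, the mean of all compounds plus 3 SD, cut at about 60% in these data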;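 further: 0% = DMSO-treated cells and 100% = gossypol-treated cells at 36 µM; higher means less SRC3-driven luciferase light from the GAL4 reporter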
NR2F2 inh – NR2F2 (human) inhibition, primary screen; inhibition, % at 8.6 µM; HEK293T NGFI-A luciferase reporter, luminescence; 370,000 tested, 0.7% active;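 active means inhibition above a per-plate cutoff, mean inhibition of test wells between control levels plus 3 SD, cut at about 38% in these data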;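 further: cells cotransfected with COUP-TFII expression vector driving the NGFI-A reporter; 0% = median of COUP-TF2 test wells and 100% = reporter-only cells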
Target sequence (P24468 whole entry, looked up): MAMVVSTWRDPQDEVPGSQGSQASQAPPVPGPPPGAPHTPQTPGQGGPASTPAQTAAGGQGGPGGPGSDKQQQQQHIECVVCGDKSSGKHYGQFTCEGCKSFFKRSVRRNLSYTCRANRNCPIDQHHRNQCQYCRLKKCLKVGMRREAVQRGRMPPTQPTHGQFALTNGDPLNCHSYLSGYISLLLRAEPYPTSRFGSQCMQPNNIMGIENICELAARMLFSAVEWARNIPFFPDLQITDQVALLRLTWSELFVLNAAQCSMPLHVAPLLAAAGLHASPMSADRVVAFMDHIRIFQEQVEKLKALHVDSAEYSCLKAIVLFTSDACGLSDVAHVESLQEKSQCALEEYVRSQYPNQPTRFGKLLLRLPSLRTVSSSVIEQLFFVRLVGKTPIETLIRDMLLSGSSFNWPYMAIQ
The depositor's hits bear a star; · = not tested or not shown. The list is partial (hit frequency here may not be typical).

SMILES	TRAIL sens C8	TWEAK-Fn14 inh	NOD2 RIPK2 PPI	TLR9-MyD88 block	TROY NFkB inh	NR5A2 inv ag	NCOA1 inh	EBV LMP1 NFkB	NCOA2 inhibitor	SRC3 inh	NR2F2 inh
CCN1C(=O)[C@H]2[C@@H](c3ccc(C)cc3)N3C(=O)N(c4cccc(Cl)c4)C(=O)[C@@]3(Cc3ccccc3)[C@H]2C1=O	9	9	-4	-2	15	12	0	3	-19	-13	1
O=C1OCC2=C1C(c1ccc3c(c1)OCO3)c1cc3c(cc1O2)OCO3 (stereo not drawn)	8	1	4	2	13	15	-7	59*	-10	3	1
Nc1ccc(N=Nc2ccccc2Cl)c(N)n1	7	8	-1	1	-35	-134	-104	-20	-49	-96	-72
O=C(COc1ccc(Cl)cc1Br)NC(=O)NC1CCCC1	6	-21	16	-10	-29	-153	-117	-38	-45	-108	-49
O=c1[nH]c(=O)c2nnc(N/N=C\c3ccc(O)cc3)nc2[nH]1	4	-4	-5	-11	0	-9	1	3	-4	5	-2
O=C(c1ccc(=O)[nH]c1)N1CCN(S(=O)(=O)c2ccc(Cl)cc2)CC1	4	1	3	1	-13	-7	17	-3	-12	9	3
CN(C)C(=O)CN(c1ccc2c(c1)OCO2)S(C)(=O)=O	-5	8	-4	9	1	8	2	-1	11	14	0
CCOC(=O)c1c(C)[nH]c(C(=O)OCC(=O)NCc2ccco2)c1C	-8	-9	6	1	-30	4	-1	-5	-7	-22	0
COc1ccc(C(C)=O)cc1COc1ccc(Cl)cc1Cl	24	-8	-20	·	-14	-8	-4	-3	-8	1	8
CN(CC(=O)Nc1cccc(F)c1)C(=O)CC1CC2CCC1C2 (stereo not drawn)	-9	-6	-6	-9	-10	-7	-12	1	-12	5	10
CCn1c(=O)cc(OCC(=O)N(C)C2CCCCC2)c2ccccc21	-2	5	4	-5	-16	-4	6	-3	5	5	-19
CC(=O)Nc1ccccc1OCC(=O)NC(C)c1ccccc1 (stereo not drawn)	2	-4	4	1	-6	3	4	21	-21	-4	-7
CCc1nc2ccc(C(=O)NCCc3ccccn3)cn2c1N(C)CCC(C)C	-2	-10	19	·	-20	1	9	·	-1	7	2
COc1ccc(-n2nc(C(=O)NCC(=O)N3CCCCCC3)c3ccccc3c2=O)cc1	16	22	-2	-2	-22	-17	-24	-19	-8	-36	-6
CCN1CCN(C(=O)C2CCCN(S(=O)(=O)c3ccc(OC)c(OC)c3)C2)CC1 (stereo not drawn)	2	9	-12	7	6	-1	1	-4	18	4	0
Cc1cccc(CSc2ccc3nnc(-c4ccccn4)n3n2)c1	3	-15	4	-5	-7	5	-8	-9	5	-28	19
COc1ccc(-c2cc(C)no2)cc1S(=O)(=O)N1CCN(c2ccccc2F)CC1	0	30	7	-4	22	-11	-13	24	24	10	7
CC(OC(=O)c1nc(Cl)ccc1Cl)C(=O)Nc1ccc2c(c1)OCCO2 (stereo not drawn)	0	2	-8	6	-13	12	-20	0	-10	1	-8
COc1ccc(N(CC(=O)NCc2ccncc2)S(=O)(=O)c2ccccc2[N+](=O)[O-])c(OC)c1	-3	16	3	-2	-11	1	-6	2	-67	0	-7
COc1ccc(OC)c(S(=O)(=O)N2CCCC(C(=O)NCc3cccnc3)C2)c1 (stereo not drawn)	-16	-3	-13	-4	1	10	4	-4	-14	9	8

An excerpt of these results, with bars between the fields:
canonical_smiles | TRAIL sens C8 | TWEAK-Fn14 inh | NOD2 RIPK2 PPI | TLR9-MyD88 block | TROY NFkB inh | NR5A2 inv ag | NCOA1 inh | EBV LMP1 NFkB | NCOA2 inhibitor | SRC3 inh | NR2F2 inh
CCN1C(=O)[C@H]2[C@@H](c3ccc(C)cc3)N3C(=O)N(c4cccc(Cl)c4)C(=O)[C@@]3(Cc3ccccc3)[C@H]2C1=O | 9 | 9 | -4 | -2 | 15 | 12 | 0 | 3 | -19 | -13 | 1
O=C1OCC2=C1C(c1ccc3c(c1)OCO3)c1cc3c(cc1O2)OCO3 (stereo not drawn) | 8 | 1 | 4 | 2 | 13 | 15 | -7 | 59* | -10 | 3 | 1
Nc1ccc(N=Nc2ccccc2Cl)c(N)n1 | 7 | 8 | -1 | 1 | -35 | -134 | -104 | -20 | -49 | -96 | -72
O=C(COc1ccc(Cl)cc1Br)NC(=O)NC1CCCC1 | 6 | -21 | 16 | -10 | -29 | -153 | -117 | -38 | -45 | -108 | -49
O=c1[nH]c(=O)c2nnc(N/N=C\c3ccc(O)cc3)nc2[nH]1 | 4 | -4 | -5 | -11 | 0 | -9 | 1 | 3 | -4 | 5 | -2
O=C(c1ccc(=O)[nH]c1)N1CCN(S(=O)(=O)c2ccc(Cl)cc2)CC1 | 4 | 1 | 3 | 1 | -13 | -7 | 17 | -3 | -12 | 9 | 3
CN(C)C(=O)CN(c1ccc2c(c1)OCO2)S(C)(=O)=O | -5 | 8 | -4 | 9 | 1 | 8 | 2 | -1 | 11 | 14 | 0
CCOC(=O)c1c(C)[nH]c(C(=O)OCC(=O)NCc2ccco2)c1C | -8 | -9 | 6 | 1 | -30 | 4 | -1 | -5 | -7 | -22 | 0
COc1ccc(C(C)=O)cc1COc1ccc(Cl)cc1Cl | 24 | -8 | -20 | · | -14 | -8 | -4 | -3 | -8 | 1 | 8
CN(CC(=O)Nc1cccc(F)c1)C(=O)CC1CC2CCC1C2 (stereo not drawn) | -9 | -6 | -6 | -9 | -10 | -7 | -12 | 1 | -12 | 5 | 10
CCn1c(=O)cc(OCC(=O)N(C)C2CCCCC2)c2ccccc21 | -2 | 5 | 4 | -5 | -16 | -4 | 6 | -3 | 5 | 5 | -19
CC(=O)Nc1ccccc1OCC(=O)NC(C)c1ccccc1 (stereo not drawn) | 2 | -4 | 4 | 1 | -6 | 3 | 4 | 21 | -21 | -4 | -7
CCc1nc2ccc(C(=O)NCCc3ccccn3)cn2c1N(C)CCC(C)C | -2 | -10 | 19 | · | -20 | 1 | 9 | · | -1 | 7 | 2

Carrying on:
SMILES	TRAIL sens C8	TWEAK-Fn14 inh	NOD2 RIPK2 PPI	TLR9-MyD88 block	TROY NFkB inh	NR5A2 inv ag	NCOA1 inh	EBV LMP1 NFkB	NCOA2 inhibitor	SRC3 inh	NR2F2 inh
CC(C)CCNC(=O)C1CCN(S(=O)(=O)c2ccc3nc4c(c(C(=O)O)c3c2)CCCCC4)CC1	11	-3	7	3	5	18	-15	-2	-2	25	7
COC(=O)c1cc(S(=O)(=O)N(Cc2ccccc2)C(C)(C)C)c[nH]1	20	18	5	6	-16	15	-18	0	-13	8	16
Cc1cc(N2C(=O)CC(C(C)c3ccccc3)C2=O)no1 (stereo not drawn)	-21	-4	-4	-1	-1	-12	-7	-2	5	3	-6
CCN1CCN(S(=O)(=O)c2c(C)cc(C)cc2C)CC1	8	19	-3	-13	-8	7	7	2	1	5	8
CCOC(=O)c1cn(CC(=O)Nc2cccc(Cl)c2C)nn1	-4	2	-3	8	6	16	-6	-2	-11	-4	23
CCCn1c(SCC(=O)c2ccc3c(c2)OCCO3)nnc1-c1ccco1	6	-18	-1	7	-15	13	-14	3	5	7	3
O=S(=O)(NCCc1ccccc1)c1ccc(S(=O)(=O)N2CCCCC2)cc1	21	8	0	-4	9	-13	0	-2	12	5	13
CCN(CC)S(=O)(=O)c1ccc(Cl)c(NC(=O)COc2ccc3c(C)cc(=O)oc3c2)c1	26	-31	-6	-4	15	12	-8	-8	-8	23	-9
O=C(CCN1C(=O)/C(=C/c2ccccc2F)SC1=S)NCCCn1ccnc1	0	-7	11	-7	0	0	6	5	-1	-4	6
COc1ccc(N2CCN(C(=O)Cn3nnc(-c4ccc(N(C)C)cc4)n3)CC2)cc1	30	-8	-12	·	-4	17	8	·	-45	-3	-7
Cc1cccc(C)c1OC(=O)C(c1ccccc1)c1ccccc1	10	10	-14	-4	-7	0	6	11	8	9	3
COc1ccc(C(CNC(=O)c2ccc(OCc3cscn3)cc2)N2CCCC2)cc1 (stereo not drawn)	-7	10	-14	-6	1	-5	-8	-12	-5	14	4
Cc1c(-c2ccccc2)[nH]n2c(=O)c3c(nc12)CCCC3	12	-14	5	3	-68	-110	-73	-47	-39	-50	-59
Nc1c(-c2ccccc2)c(CN2CCOCC2)nn1-c1cccc([N+](=O)[O-])c1	1	9	1	6	8	-19	-9	4	-12	6	-7
COC(=O)C1=C(N)OC2=C(C(=O)CC(C)(C)C2)C1c1cccs1 (stereo not drawn)	-4	-11	5	-6	8	-1	3	21	-16	7	-6
CCOc1ccc(CNc2ccc(N3CCCC3)cc2)cc1	9	55*	-7	6	40	3	5	9	·	2	·
COc1ccccc1C(=O)NCCC(=O)NC1CCC(C)CC1 (stereo not drawn)	9	-25	-2	-1	-25	-41	-61	-10	-24	-34	-21
CCn1ncc(/C=N/NC(=O)c2ccc3c(c2)OCO3)c1C	9	11	0	5	-50	-54	-24	-16	-55	-26	-45
Cn1c(CCN2CCCC2)nc2cc(NS(=O)(=O)c3ccccc3)ccc21	7	9	-11	3	-1	-16	-11	-7	-6	-2	-29
COc1ccc(C(CC(=O)O)NS(=O)(=O)c2ccc3c(c2)NC(=O)CO3)cc1 (stereo not drawn)	-8	23	3	-8	21	-7	10	-9	1	1	6
CCOC(=O)N1CCC(N2C(=O)c3ccc(C(=O)NCc4ccc(F)cc4)cc3C2=O)CC1	6	-3	0	6	24	10	6	8	1	-8	5
O=C(NCc1ccccc1)NC(=O)c1ccc(Cl)cc1	20	-15	5	-10	-24	-20	11	2	-28	-5	-19
C[C@H]1CN([C@@H](C)CO)C(=O)c2cc(NC(=O)C3CCCCC3)ccc2O[C@H]1CN(C)C(=O)Nc1ccc2c(c1)OCO2	-12	-33	4	-9	-16	9	-7	5	-20	-5	-7
CCOc1ccc(Oc2ccccc2NC(=O)C2=COCCO2)cc1	8	-28	7	7	9	-4	-5	8	-19	9	-3
CC(=O)Nc1ccc(Nc2nccc(C)n2)cc1	25	-19	-3	·	0	-17	-28	·	-53	-71	-1
Cc1cc(=O)[nH]c(SCC(=O)Nc2ccc(S(=O)(=O)N3CCCCC3)cc2)n1	19	4	0	0	-5	-19	8	-2	-11	5	-8
O=C(c1cccnc1)N(c1cc2sc(=O)oc2c2ccccc12)S(=O)(=O)c1ccccc1	0	32	4	-4	19	10	-14	4	-43	13	8
O=C(CSC1=NCCS1)N1CCN(c2ccc(Cl)cc2)CC1	10	12	-11	-2	28	44	7	9	14	15	36
CCCCNC(=O)COC(=O)c1ccc(SC)cc1OC	-1	6	-14	-10	-20	1	-17	-4	0	-13	-2
CC1CCCCC1NC(=O)C1CC=CCC1C(=O)O (stereo not drawn)	1	11	-12	-39	4	-3	-10	-3	15	15	-14
O=C(COC(=O)Cc1cccc(C(F)(F)F)c1)NC1CC1	3	-30	-14	-3	-22	18	0	5	-18	22	4
CCCC1NC(C(=O)O)Cc2c1[nH]c1ccccc21 (stereo not drawn)	-10	7	-8	4	-6	11	1	0	-7	-7	9
